TTR transcr act: activators of transthyretin transcription; SH-SY5Y TTR promoter Gaussia luciferase, luminescence; 100% = recombinant luciferase protein wells; activation, % at 16.7 µM; 92,000 compounds, 1.3% hits; AID 1117267;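 active means activation above the mean of all tested compounds plus 3 SD, cut at about 9.5% in these data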;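 further: cells exposed to compounds for one day before reading; 0% = median of all test compound wells on the plate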
An asterisk follows results filed as active.

SMILES	TTR transcr act
CCOP(=O)(Cc1cc(C(=O)CC)c(C)o1)OCC	2.3
COc1ccc(C(=O)N2CCC3(CC2)OCCO3)cc1	-0.4
Cc1ccc2nc(-c3ccc(CN4CCC(n5c(=O)[nH]c6ccccc65)CC4)cc3)c(-c3ccccc3)nc2c1	-2.3
CCOP(=O)(Cc1cc(C(C)=O)c(C)o1)OCC	4.4
O=C1N(CN2CCOCC2)c2ccccc2C1(O)c1c[nH]c2ccccc12 (stereo not given)	1.0
O=C(CSC1c2ccccc2-c2ccccc21)N/N=C/c1ccccc1	-1.0
CC(=O)C1=C(C)OC(N)=C(C(=O)OC(C)C)C12C(=O)Nc1ccccc12 (stereo not given)	1.0
NCCc1nc2ccccc2s1	1.4
CCOc1ccc(N=Cc2c(O)n(C(C)(C)C)c(=O)[nH]c2=O)cc1	1.9
CNC(=S)N(C)CCc1cc2c(c(OC)c1C=C1C(=O)NC(=O)NC1=O)OCO2	1.5
O=C(C1CCC(=O)N1Cc1ccccc1Cl)N1CCC2(CC1)OCCO2 (stereo not given)	3.8
COc1cc(/C=C2\C[C@H]3[C@@H]4CC=C5C[C@@H](N6CCCC6)CC[C@]5(C)[C@H]4CC[C@]3(C)[C@H]2O)cc(OC)c1OC	-3.1
CS(=O)(=O)N1Cc2ccccc2-n2nncc2C1	-0.7
O=c1cccc2n1CC1CC2CN(Cc2cccc(Cl)c2Cl)C1 (stereo not given)	-1.0
COC(=O)C1=C(c2ccc(OC(F)(F)F)cc2)C[C@@H]2CC[C@H]1N2C(=O)NCCNC(C)=O	-2.9
CC12CCC3C(CC=C4CC(O)CCC43C)C1C/C(=C\c1ccccc1F)C2=O (stereo not given)	-0.7
COC(=O)C1=C(c2ccc(OC)c(OC)c2)C[C@@H]2CC[C@H]1N2C(=O)NC1CCCCC1	-0.1
O=Cc1cn(CCCOc2ccccc2)c2ccccc12	0.1
COc1ccccc1C1CC2CCC(C1OC(C)=O)N2Cc1ccccc1 (stereo not given)	4.1
COc1ccccc1OCC#CCN1CCCC(C)C1 (stereo not given)	-1.6
Cc1c(/C=N/O)c2ccccc2n1C	4.7
O=C(Cc1ccccc1)Oc1ccc(N2C(=O)CCC2=O)cc1	-1.0
O=C(c1ccc(Cl)cc1)C1CCCN(C2CCSCC2)C1 (stereo not given)	0.5
CCN(CC)c1nc2c(C)cccn2c(=O)c1C=C1C(=O)NC(=O)NC1=O	-1.2
O=c1[nH]c2ccccc2n1C1CCN(C(c2cc3ccccc3o2)c2nnnn2Cc2ccccc2)CC1 (stereo not given)	-5.3
Fc1ccc(CCNCc2ccc(Br)cc2)cc1	-1.5
COc1cc(C=C2C(=O)NC(=O)NC2=O)cc(OC)c1OC	8.2
COC(=O)C1=C(c2ccc(-c3ccccc3)c(F)c2)C[C@@H]2CC[C@H]1N2C(=O)NC(C)C	-6.2
O=C1NC(=O)N(CCc2ccc(F)cc2)C(=O)/C1=C/C=C/c1ccccc1	-0.4
CO[C@H]([C@H](C)/C=C/N(C)C=O)[C@@H](C)C(=O)CC[C@H](C)[C@H](O)[C@H](C)[C@H]1OC(=O)/C=C/C(C)=C/[C@H](O)[C@H](OC)C[C@@H]2C=CC[C@@H](C[C@H](OC)[C@@]3(CO3)[C@@H](OC)C[C@@H](OC)[C@@H]1C)O2	1.9
C=CCN1CC[C@]23c4c5ccc(O)c4OC2C(O)CC[C@@]3(O)[C@H]1C5 (stereo not given in full)	-1.0
CC(=O)OC1CC2(O)C3CCC4CC(O)CCC4(C)C3CCC2(C)C1C1=CC(=O)OC1 (stereo not given)	-1.3
CCC1(CCCC(=O)c2ccc(F)cc2)C(=O)NC(=S)NC1=O	-0.8
CCC(C)n1c(O)c(/C=N/Nc2nc3c(c(=O)n(C)c(=O)n3C)n2C)c(=O)[nH]c1=S (stereo not given)	0.9
COc1ccc(CN2Cc3cc(N4CCOCC4)ccc3-n3nncc3C2)cc1	1.7
COCCOC(=O)C1=C(N)OC(C)=C(C(=O)OC)C12C(=O)Nc1ccccc12 (stereo not given)	0.9
COC(=O)C1=C(c2ccc(F)cc2F)C[C@@H]2CC[C@H]1N2C(=O)NCc1ccc2c(c1)OCO2	0.4
N=C1c2ccccc2CN1NC(=O)c1ccccc1	1.5
Cc1ccc(-c2nc3ccccc3c(=O)n2-c2ccc(Br)cn2)cc1	-1.6
COc1ccc2c(c1)C1(C)CCN(C)CC(C1)C2O (stereo not given)	-0.2
NNP(=O)(CC(=O)c1ccccc1)c1ccccc1 (stereo not given)	0.1
O=C(OCC(=O)c1ccc([N+](=O)[O-])cc1)/C(=C/c1ccc(Cl)cc1)NC(=O)c1ccccc1	-0.7
CC1CCN(CC(=O)c2ccccc2Cl)CC1	-1.4
COc1ccc(-c2cc(=O)c3c(OC)c(OC)c(OC)cc3o2)cc1	-1.4
C[C@H]1CN([C@@H](C)CO)C(=O)CCCn2nncc2CO[C@H]1CN(C)C(=O)Oc1cccc2ccccc12	0.3
CCn1cc(CN2CCCC(C(=O)c3cccc(C(F)(F)F)c3)C2)cn1 (stereo not given)	3.2
CN1CCc2c(C#N)c(Cl)nc(Cl)c2C1	-0.2
Cc1cc(/C=C2\C(=O)NC(=O)N(Cc3ccco3)C2=O)c(C)n1-c1ccc(C(=O)O)cc1	1.1
O=C(c1cc(S(=O)(=O)N2CCC3(CC2)OCCO3)ccc1F)N1CCC2(CC1)OCCO2	-0.5
Cc1cc(OC(=O)N(C)C)nc(-c2ccc(C)c(Cl)c2)n1	-1.0
C[C@]12CC[C@H](OC(=O)CCC(=O)O)CC1=CCC1C2CC[C@@]2(C)C1CC[C@@H]2OC(=O)CCC(=O)O (stereo not given in full)	0.6
O=C(c1ccc(Cl)cc1)C1CCCN(Cc2ccc3nonc3c2)C1 (stereo not given)	0.1
OC(CNC1CCCCC1)C(F)(F)F (stereo not given)	0.2
CCOC(=O)C1=C(N)Oc2cc(C)oc(=O)c2C12C(=O)N1c3c(cccc32)C(C)=CC1(C)C (stereo not given)	0.8
COc1cc(CC(C)N)c(OC)cc1I (stereo not given)	1.8
Fc1cccc(F)c1CN1CCN(c2ccc(Cl)cc2)CC1	-1.4
COc1ccc(C(=O)C2CCCN(CCc3ccccc3)C2)cc1OC (stereo not given)	0.4
CC12CCCCC1=NC(c1ccc(Br)cc1)N2O (stereo not given)	-1.7
COc1ccc(CC(C)NCCc2ccc(OC)c(OC)c2)cc1 (stereo not given)	0.6
O=c1[nH]c(=S)[nH]c(O)c1/C=C1/C=c2ccccc2=N1	-1.7

Shown in markdown: part of the list above
| molecule | TTR transcr act |
| --- | --- |
| O=C(c1ccc(Cl)cc1)C1CCCN(Cc2ccc3nonc3c2)C1 (stereo not given) | 0.1 |
| OC(CNC1CCCCC1)C(F)(F)F (stereo not given) | 0.2 |
| CCOC(=O)C1=C(N)Oc2cc(C)oc(=O)c2C12C(=O)N1c3c(cccc32)C(C)=CC1(C)C (stereo not given) | 0.8 |
| COc1cc(CC(C)N)c(OC)cc1I (stereo not given) | 1.8 |
| Fc1cccc(F)c1CN1CCN(c2ccc(Cl)cc2)CC1 | -1.4 |

Further structures
SMILES	TTR transcr act
CC(Cc1ccccc1)NC(=O)CN1CCCC1=O (stereo not given)	-0.8
O=C1NC(=S)N(c2ccc(F)cc2)C(=O)/C1=C/c1ccccc1O	-0.6
COC(=O)C1=C(c2ccccc2OCc2ccccc2)C[C@@H]2CC[C@H]1N2C(=O)NCCOc1ccc(OC)cc1	-3.4
CCN(CC)CCCNC(=O)c1c(O)c2ccccc2n(Cc2ccccc2)c1=O	-2.5
CCN(CC)S(=O)(=O)c1ccc(NN=C(C#N)C#N)cc1	0.1
CCOC(=O)[C@]12Cc3c(cc(OC)c(OC)c3OC)[C@H]1N(C1CCCCC1)C(=O)c1ccccc12	-6.1
CC(Cc1ccccc1)NC=O (stereo not given)	-0.6
Fc1ccc2c(c1)nnn2C1CCN(Cc2c(Cl)cccc2Cl)CC1	-2.3
COC(=O)C1=C(c2ccc(OCc3ccccc3)cc2)C[C@@H]2CC[C@H]1N2C(=O)NCc1ccc2[nH]ccc2c1	-1.1
COc1cc2c(cc1OC)C(C(=O)NCCC(C)C)C1CCCCN1C2=O (stereo not given)	-0.4
COc1ccc(C(c2nnnn2-c2ccc(OC)cc2)N2CCC3(CC2)C(=O)NCN3c2ccccc2)cc1 (stereo not given)	-0.3
CC(NC(=O)OCc1ccccc1)P(=O)(Oc1ccccc1)Oc1ccccc1 (stereo not given)	9.4
CCn1c(O)c(/C=N/N2CCOCC2)c(=O)n(CC)c1=S	1.0
Cn1c(O)c(C(=O)c2ccccc2F)c(=O)n(C)c1=O	-0.6
COc1nc(NCC2CCCO2)nc(N2CC3CC(C2)c2cccc(=O)n2C3)n1 (stereo not given)	-1.7
Brc1csc(N2CCNCC2)n1	0.2
CC12CCC3c4ccc(OC(=O)N(CCCl)CCCl)cc4CCC3C1CCC2O (stereo not given)	-0.5
CCOC(=O)N1CCC(NC(=O)CCc2nc(C3=CCN(C)CC3)no2)CC1	10*
CCOP(=O)(OCC)/C(C#N)=C/c1ccc(Br)cc1	-0.8
N=Cc1c(O)n(-c2ccc(C34CC5CC(CC(C5)C3)C4)cc2)c(=O)[nH]c1=O	-0.6
COP(=O)(OC)/C(C=O)=N/Nc1ccc([N+](=O)[O-])cc1	0.2
Cc1nc2nc(SCC(=O)N3CCC4(CC3)OCCO4)nn2c(C)c1Cc1ccccc1	-0.6
CC1CCN(c2cc(Br)c([N+](=O)[O-])cc2F)CC1	1.5
CC1=NNC(=O)C1Br (stereo not given)	0.0
OC(CN1CCOCC1)c1csc2ccccc12 (stereo not given)	5.4
C=CCN(CC=C)Cc1c[nH]c2ccccc12	0.6
O=C1NC(=O)C(Cc2cccs2)C(=O)N1	-0.1
CCOC(=O)c1c(/N=C/c2c(O)n(-c3ccc(F)cc3)c(=S)[nH]c2=O)sc2c1CCCC2	1.5
Oc1ccc2c3c1O[C@H]1c4[nH]c5c(c4CC4(O)C(C2)N(CC2CC2)CCC314)CC1(O)[C@H]2Cc3ccc(O)c4c3[C@@]1(CCN2CC1CC1)C5O4 (stereo not given in full)	0.0
C=CCn1c(O)c(/C=C2/C=c3ccccc3=N2)c(=O)[nH]c1=S	1.9
COC(=O)NC(=C(Cl)Cl)P(=O)(c1ccccc1)c1ccccc1	-2.2
O=C(c1ccccc1F)c1cn(CC(=O)N2CCOCC2)c2ccccc12	-0.7
Cc1cc(OCC(=O)O)c2c3c(c(=O)oc2c1)CCCC3	-0.7
C=CCN1C(=O)/C(=C/c2ccc(N3CCOCC3)o2)C(=O)NC1=S	-0.5
COC(=O)C1=C(c2cc3ccccc3s2)C[C@@H]2CC[C@H]1N2C(=O)N1CCCCC1	1.3
CCC(=NCCc1c[nH]c2ccccc12)c1c(O)n(C)c(=O)n(C)c1=O	-3.9

A different layout for part of the listing above:
compound,TTR transcr act
Oc1ccc2c3c1O[C@H]1c4[nH]c5c(c4CC4(O)C(C2)N(CC2CC2)CCC314)CC1(O)[C@H]2Cc3ccc(O)c4c3[C@@]1(CCN2CC1CC1)C5O4 (stereo not given in full),0.0
CCOC(=O)c1c(/N=C/c2c(O)n(-c3ccc(F)cc3)c(=S)[nH]c2=O)sc2c1CCCC2,1.5

Looked up one by one from the list above (2):
SMILES	TTR transcr act
O=C(C1CCC(=O)N1Cc1ccccc1Cl)N1CCC2(CC1)OCCO2 (stereo not given)	3.8
Cc1cc(OC(=O)N(C)C)nc(-c2ccc(C)c(Cl)c2)n1	-1.0

The main list resumes with the four entries that preceded the break.
SMILES	TTR transcr act
Cc1cc(OCC(=O)O)c2c3c(c(=O)oc2c1)CCCC3	-0.7
C=CCN1C(=O)/C(=C/c2ccc(N3CCOCC3)o2)C(=O)NC1=S	-0.5
COC(=O)C1=C(c2cc3ccccc3s2)C[C@@H]2CC[C@H]1N2C(=O)N1CCCCC1	1.3
CCC(=NCCc1c[nH]c2ccccc12)c1c(O)n(C)c(=O)n(C)c1=O	-3.9
COC(=O)[C@@H]1C[C@H]1[C@@H](NP(=O)(c1ccccc1)c1ccccc1)c1ccccc1	1.6
O=S(=O)(NC1CCCCCCC1)OCC(Cl)(Cl)Cl	4.4
Cc1cc(C)cc(N2C(=O)/C(=C\c3ccc(N4CCN(C)CC4)o3)C(=O)NC2=S)c1	-2.2
CCN1C(=O)C(=Cc2c(C)n(CC(=O)NCC3CCCO3)c3ccccc23)C(=O)N(CC)C1=S (stereo not given)	0.9
O=c1[nH]c(O)c(C=Nc2ccccc2Oc2ccccc2)c(=O)[nH]1	-2.2
COC(=O)C1=C(c2ccc(C(C)=O)cc2)C[C@@H]2CC[C@H]1N2C	2.4
O=S(=O)(O)C(=Cc1ccccc1)c1ccccc1 (tested in a mixture with another compound)	0.5
O=C(Cn1nc(Cc2cccnc2)c2ccccc2c1=O)N1CCC2(CC1)OCCO2	0.6
O=C1NC(=O)N(c2ccc3c(c2)OCO3)C(=O)/C1=C\c1ccc(-c2ccccc2C(=O)O)o1	-0.7
O=C1NC(=O)N(Cc2ccccc2)C(=O)/C1=C\C=C\c1ccco1	1.0
CCOc1cc2[nH]c(=S)n(CCCC(=O)N3CCC4(CC3)OCCO4)c(=O)c2cc1OCC	-0.9
N#CC1=C(N)Oc2c(c(=O)sc3ccccc23)C1c1ccncc1 (stereo not given)	-0.2
CC12CCC3c4ccc(OP(=O)(N5CC5)N5CC5)cc4CCC3C1CCC2=O (stereo not given)	-1.4
COc1ccc(C2(C#N)CC[N+](C)(C)CC2)cc1	1.1
CC1CC(OC(=O)c2ccccc2)(c2ccccc2)C(C)CN1C (stereo not given)	2.3
CCCNC(=O)N1[C@H]2CC[C@@H]1C(C(=O)OC)=C(c1ccc(S(C)(=O)=O)cc1)C2	5.0
Cc1onc(-c2ccccc2)c1C(=O)N1CCC2(CC1)OCCO2	0.6
CC1=C(C(=O)O)N2C(=O)[C@@H](NC(=O)CCCC(=O)O)[C@H]2SC1	-2.2
CC(C)C(=O)c1cn(Cc2ccc(C#N)cc2)c2ccccc12	3.9
Cc1c(C(=O)N2CCC3(CC2)OCCO3)sc2ncnc(N(C)c3ccccc3)c12	-0.6
COC(=O)C1=C(c2ccc(S(C)(=O)=O)cc2)C[C@@H]2CC[C@H]1N2C(=O)NCc1ccc(F)cc1	1.1
CCCCCn1c(=O)c(C(=O)NCc2ccc(Cl)cc2)c(O)c2ccccc21	3.2
CN1CC[C@]23c4c5ccc(O)c4OC2C(O)C=CC3[C@H]1C5 (stereo not given in full)	2.1
S=P(c1ccccc1)(c1ccccc1)c1cnc2ccccn12	-0.4

Some of the compounds tested, so the mix of outcomes need not match the whole.
